SIAH1 antagonists = blockers of Siah-1 interaction with plectin peptide – biochemical, fluorescence polarization, rhodamine-plectin, uHTS, primary screen (AID 1817) | Siah-1 / rhodamine-plectin peptide fluorescence polarization; higher % means a stronger effect | one-dose displacement, % at 20 µM; IC50 in µM for titrated hits | 290,000 compounds, 0.02% hits;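 active = displacement of at least 50% at 20 µM, with a fluorescence ratio check between 0.3 and a set limit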;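 also: plate controls were Siah plus tracer with DMSO for no effect and tracer alone without Siah for full effect; strong numbers were not always called active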
GPR35 arrestin U2OS = inhibition of zaprinast-stimulated GPR35 beta-arrestin translocation – imaging, U2OS, beta-arrestin-GFP, zaprinast agonist, primary screen (AID 2058). inhibition, % at 10 µM, or IC50 in µM where a hit was titrated. 290,000 compounds, 0.052% hits. U2OS GPR35 beta-arrestin-GFP translocation imaging, zaprinast antagonism; higher % means a stronger effect;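 active = inhibition of at least 50% with at least 30 cells and total cytoplasm GFP at most 10,000,000; inconclusive = under 30 cells or total GFP of 10,000,000 plus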
KOR beta-arrestin-1 = KOR agonists, beta-arrestin recruitment, primary screen, cell-based, luminescence, uHTS (AID 1777) | KOR beta-arrestin recruitment, luminescence; higher % means a stronger effect | one-dose activation, % at 10 µM; EC50 in µM for titrated hits | 280,000 compounds, 0.02% hits; in the data active = activation above about 50%, passing the limit was not always enough; also: a part of the inactive calls stands beside numbers as strong as those of hits
AID2073 = disruptors of CaV2.2 binding to Mint1 – biochemical, HTRF (AID 2073). inhibition, % at 20 µM; hits with a dose series show IC50 in µM. 290,000 compounds, 0.19% hits. HTRF protein-protein interaction, Mint1-CaV2.2; higher % means a stronger effect; in the data active = inhibition mostly above about 51%, no sharp cut-off; inconclusive = no clear call, values can overlap the other calls; inactive = mostly below about 53%; also: some results filed as inactive read as strong as hits
NOD1 NF-kB reporter = NOD1 signaling inhibitors, primary screen, cell-based, luminescence, uHTS (AID 1578); 290,000 compounds, 1% hits; NOD1-driven NF-kB luciferase reporter cells, luminescence; higher % means a stronger effect; inhibition, % at 4 µM; hits with a dose series show EC50 in µM; in the data active = inhibition mostly above about 36%, no sharp cut-off; inactive = mostly below about 34%;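 also: HEK-293T reporter cells stimulated with the NOD1 agonist gamma-tri-DAP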
HIV peptide binding = cell-free HIV fusion peptide-binding blockers – biochemical, uHTS, fluorescence dequenching, primary screen (AID 1986). cell-free peptide binding, fluorescence dequenching, 30 min; higher % means a stronger effect. 290,000 compounds, 0.3% hits. inhibition, % at 20 µM; hits with a dose series show IC50 in µM; in the data active = inhibition mostly above about 52%, no sharp cut-off; inactive = mostly below about 76%; also: some results filed as inactive read as strong as hits
GPR55 LPI antagonism = GPR55 antagonists blocking LPI-driven arrestin recruitment, primary screen, imaging, U2OS, beta-arrestin-GFP, LPI agonist (AID 2013). inhibition, % at 10 µM, or IC50 in µM where a hit was titrated. U2OS GPR55 beta-arrestin-GFP translocation imaging, LPI antagonism; higher % means a stronger effect. 290,000 compounds, 0.13% hits;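 active = spots per cell inhibited over 60%, with over 100 cells counted and total cytoplasm intensity under 500,000; inconclusive = wells with under 100 cells, flagged as likely toxic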;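 also: U2OS cells stably carrying GPR55 and arrestin-GFP stimulated by 5 µM LPI near EC80; imaged beta-arrestin-GFP aggregate spots per cell after agonist stimulation; plate controls were LPI-stimulated DMSO wells for no effect and DMSO wells without LPI for full effect; some results filed as inactive read as strong as hits; confirmed hits need IC50 under 10 µM and bright autofluorescent wells are also inconclusive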
GPR55 beta-arrestin = selective activators of receptor GPR55 – imaging, U2OS cells, beta-arrestin-GFP redistribution, primary screen (AID 1961) | U2OS GPR55 beta-arrestin-GFP redistribution imaging; higher % means a stronger effect | activation, % at 10 µM, or EC50 in µM where a hit was titrated | 290,000 compounds, 0.048% hits;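 active = activation above 40% with more than 50 cells counted in the well; inconclusive = wells holding fewer than 50 cells, flagged as toxic or sparse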;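 also: U2OS osteosarcoma cells stably expressing GPR55 and beta-arrestin-GFP; plate controls were DMSO negative control for no effect and LPI positive control for full effect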
KOR beta-arrestin-2 = kappa opioid receptor blockers – cell-based, luminescence, uHTS (AID 1778); 290,000 compounds, 0.091% hits; KOR beta-arrestin recruitment, luminescence, antagonist mode; higher % means a stronger effect; inhibition, % at 10 µM; hits with a dose series show IC50 in µM; in the data active = inhibition above about 50%; also: strong numbers were not always called active
The depositor's hits bear a star; ? = inconclusive; nt = no result given; [ ] = another dose, or the depositor's remark.

SMILES | SIAH1 antagonists | GPR35 arrestin U2OS | KOR beta-arrestin-1 | AID2073 | NOD1 NF-kB reporter | HIV peptide binding | GPR55 LPI antagonism | GPR55 beta-arrestin | KOR beta-arrestin-2
Cc1cc(Nc2ccccc2)nc2cc(O)ccc12 | 5% | -8% | -0.1% | 6% | -20% | -2.4% | 19% | -0.3% | 10%
COc1ccc(N(C)S(=O)(=O)c2cccc(C(=O)NC3CCCCCC3)c2)cc1 | 9% | -9% | -0.7% | -13% | -24% | -0.7% | 8% | -0.5% | -30%
COc1ncccc1C(=O)NC1CCCc2c1cnn2-c1cc(C)cc(C)c1 (configuration not stated) | 3% | -6% | -2.7% | 8% | -73% | 1.1% | 4% | -0.1% | -7%
CCOC(=O)C1=C(N)OC2=C(C(=O)CCC2)C1c1cccnc1 (configuration not stated) | -2% | -26% | -4.0% | -2% | 8% | -0.6% | -3% | -0.1% | -26%
COc1ccc(S(=O)(=O)NCc2csc(-c3cccnc3)n2)cc1 | 13% | -7% | -2.4% | 10% | 9% | 1.0% | -1% | 0.2% | 7%
Fc1cc(F)cc(NC(=S)N2CCC(c3ccccc3)C2)c1 (configuration not stated) | 1% | -9% | 1.2% | -24% | -30% | 12% | 4% | 0.6% | 20%
C=CCn1c(SCC(=O)NCc2ccco2)nnc1-c1ccc2ccccc2n1 | 3% | -4% | -2.4% | 0% | -10% | 12% | -13% | -0.1% | 8%
Nc1nonc1C(=O)NCCNc1ccc([N+](=O)[O-])cn1 | 3% | -11% | 3.1% | -3% | -36% | 2.0% | -2% | 0.1% | -17%
CCOc1ccc(-n2cc(-c3ccccc3)c3c(SC(C)C(=O)OC)ncnc32)cc1 (configuration not stated) | 6% | -22% | -7.8% | 25% | 9% | -0.2% | 13% | -0.3% | -24%
COc1ccc2c(C=O)c[nH]c2c1 | -8% | -19% | 4.8% | -2% | -6% | 1.8% | 4% | -0.2% | 14%
CCOc1ccc(N(Cc2cc3cc(C)ccc3[nH]c2=O)S(=O)(=O)c2ccccc2)cc1 | 2% | 7% | -2.4% | 20% | -26% | 5.7% | 21% | -0.1% | 14%
Cc1cc(OC(C)C(=O)Nc2ccncc2)ccc1Cl (configuration not stated) | 2% | 2% | 8.9% | 5% | 45% | 0.7% | -12% | -0.3% | -63%
Cc1noc(NC(=O)c2ccc(Cl)c(Cl)c2)c1Cl | 3% | -10% | 0.4% | 1% | 68%* | 3.6% | -4% | 0.5% | -51%[20 µM]
CC(C)(C)C(=O)N1CCN(c2ccc(Cl)cc2[N+](=O)[O-])CC1 | 5% | 5% | 12% | 8% | -36% | -2.8% | 0% | 0.7% | -45%
CC(=O)Nc1ccc(S(=O)(=O)N2CCc3c(Cl)cccc3C2)cc1 | -2% | 0% | -7.4% | -2% | 23% | -0.3% | 11% | 0.7% | 18%
CC(C(=O)Nc1ccccc1Sc1ccccc1)N(c1ccccc1)S(C)(=O)=O (configuration not stated) | 4% | -7% | -0.9% | 16% | 15% | -2.8% | 27% | 0.6% | -9%
O=C(NCCCn1ccnc1)Nc1cccc2ccccc12 | 7% | -2% | -3.8% | 14% | -16% | -0.6% | 3% | 0.2% | -7%
COc1ccc(C(c2nnnn2C2CCCC2)N2CCN(C(=O)c3ccco3)CC2)cc1OC (configuration not stated) | 16% | -14% | -1.0% | 8% | 36% | 3.3% | -6% | -0.1% | -3%
Cc1ccc(-c2csc3ncn(CC(N)=O)c(=O)c23)cc1C | 0% | -4% | -3.9% | 6% | -15% | 1.3% | 13% | -0.2% | 1%
CC(=O)CC1(OC(C)=O)C(=O)N(C)c2ccccc21 (configuration not stated) | -1% | 27% | -6.0% | ? | -31% | -0.2% | 15% | 0.0% | -2%[20 µM]
CC(Oc1ccc(Br)cc1)C(=O)O/N=C(\N)c1ccncc1 (configuration not stated) | -3% | 9% | -5.4% | -4% | 1% | -0.1% | ? | -0.1% | 17%
O=C(NC(=S)N1CCCCC1)C12CC3CC(CC(C3)C1)C2 | 0% | -4% | 0.1% | -22% | -14% | 1.2% | 10% | -0.1% | -8%
Cc1ccc(Nc2nc3nonc3nc2N(C)C)cc1 | -2% | -8% | 3.3% | 6% | -16% | -0.7% | 22% | 0.4% | -31%
Cc1ccc(-n2nc3ccc(NC(=O)/C=C/c4ccco4)cc3n2)cc1C | 14% | 18% | 0.6% | 43% | -74% | -1.8% | 11% | -0.1% | -23%
O=CN1CCN(C(C(=O)NC2CCCC2)c2ccc(Cl)cc2)CC1 (configuration not stated) | -3% | 11% | 5.4% | ? | 12% | -2.6% | -15% | 0.2% | -17%

NOD1 NF-kB reporter, entries above that show a hit.
Compound	SIAH1 antagonists	GPR35 arrestin U2OS	KOR beta-arrestin-1	AID2073	NOD1 NF-kB reporter	HIV peptide binding	KOR beta-arrestin-2
Cc1noc(NC(=O)c2ccc(Cl)c(Cl)c2)c1Cl	3%	-10%	0.4%	1%	68%*	3.6%	-51%[20 µM]

The list continues:
SMILES | SIAH1 antagonists | GPR35 arrestin U2OS | KOR beta-arrestin-1 | AID2073 | NOD1 NF-kB reporter | HIV peptide binding | GPR55 LPI antagonism | GPR55 beta-arrestin | KOR beta-arrestin-2
O=S1(=O)CCC(NC(=S)Nc2ccc(Cl)cc2)C1 (configuration not stated) | 4% | 6% | -4.0% | -20% | 3% | -1.5% | 6% | 0.3% | 23%
CCn1c(=S)sc2c(=O)n(CC(=O)Nc3ccccc3C(F)(F)F)c(C)nc21 | 35% | -2% | 0.5% | ? | -8% | 8.1% | -11% | -0.2% | -14%
O=C1CC(c2ccccc2)Oc2cc(O)cc(O)c21 (configuration not stated) | 1% | -13% | -3.8% | 38% | 1% | -1.7% | 5% | 0.0% | 34%
CC1CCN(C(=O)Cn2nnnc2CN2CCOCC2)CC1 | 12% | 7% | 2.0% | 4% | -13% | -1.5% | 7% | -0.2% | -4%
C[C@H](N)c1nnc(SCC(=O)N(C)C)o1 | 0% | 4% | -4.7% | 11% | 3% | -3.3% | -2% | -0.3% | -10%
Nc1nc(CN2CCCCCC2)nc(Nc2ccccc2)n1 | -1% | -4% | -1.1% | -5% | -11% | -0.1% | -4% | 0.7% | -40%
COc1ccccc1N1C(=NC(=O)COc2ccccc2)SC2CS(=O)(=O)CC21 (configuration not stated) | -4% | -1% | 1.9% | 12% | -26% | 0.9% | 12% | -0.1% | 10%
O=C(Cc1ccc([N+](=O)[O-])cc1)Nc1nnc(C2CC2)s1 | 2% | 8% | -2.9% | 1% | -15% | 1.4% | 9% | 0.6% | -8%
CCN1C(=O)N(c2ccc(C(C)=O)cc2)S(=O)(=O)c2ccccc21 | -2% | 0% | -6.8% | -3% | -14% | 1.2% | -2% | 0.0% | 4%
CCC(C)(C)n1nnnc1C(c1cc2cc3c(cc2[nH]c1=O)OCO3)N1CCN(C)CC1 (configuration not stated) | -1% | -11% | 0.3% | 3% | 3% | -3.2% | 8% | -0.1% | -18%
Cc1onc(-c2c(Cl)cccc2Cl)c1C(=O)c1c[nH]c(C(=O)NC2CC2)c1 | -7% | 11% | -4.1% | 8% | -19% | 1.2% | 14% | 0.3% | -29%
CCOc1ccccc1NC(=O)CSc1nnc(-c2ccccn2)n1Cc1ccco1 | -6% | 8% | -3.7% | -19% | 10% | -3.4% | -1% | -0.4% | -7%
O=C(CCN1CCN(C/C=C/c2ccccc2)CC1)Nc1ccccc1 | -2% | 6% | -1.7% | -6% | -28% | -2.2% | 14% | -0.1% | 21%
Cc1ccc(NC(=O)CSc2nnc(-c3ccccn3)n2C)cc1 | 1% | -21% | 2.2% | -6% | -9% | 1.0% | 8% | -0.1% | 6%
CCCc1nn(C)c2c(=O)[nH]c(-c3cc(S(N)(=O)=O)ccc3OCC)nc12 | 6% | -30% | 1.9% | 9% | 1% | 2.6% | -5% | -0.2% | -6%
COc1ccc(N2CCN(C(=O)c3ccccc3NC(=O)C3=C(C)OCCS3)CC2)cc1 | 2% | -6% | 9.5% | -7% | 2% | -2.2% | 7% | 0.1% | -1%
Cc1cc(CCN2CCC(=O)NC2=O)ccc1OC(C)C | -3% | -13% | -3.2% | 1% | -6% | 3.7% | 13% | 0.1% | -32%
FC(F)(F)c1cc(-c2ccccc2)nc(NCc2cccnc2)n1 | 1% | 7% | 5.2% | 15% | 11% | 0.8% | 7% | 0.2% | -9%
COc1nc(N(C)C)nc(N(C#N)CCOC(C)=O)n1 | 2% | -9% | nt | 8% | -28% | 0.3% | -19% | 0.2% | -4%[20 µM]
CCOC(=O)c1cc(S(=O)(=O)N(C)Cc2ccccc2)cn1C | -2% | 16% | -4.7% | 4% | 15% | 0.4% | 13% | 0.3% | -22%
COc1cccc(/C=C2\SC(=S)N(CCCC(=O)N3CCCCC3CCO)C2=O)c1 (configuration not stated) | -1% | -1% | -1.9% | 11% | -10% | 5.7% | -5% | 0.0% | 0%
COc1cccc(C(C(=O)NCC2CCCO2)N(C(=O)Cn2nnc3ccccc32)c2ccc(NC(C)=O)cc2)c1 (configuration not stated) | -4% | -3% | -2.7% | -4% | 8% | -0.2% | -5% | 0.3% | -17%
O=C(O)COCC(=O)Nc1cc(C(F)(F)F)cc(C(F)(F)F)c1 | -2% | 0% | 0.0% | 10% | -14% | 0.0% | -4% | -0.2% | 0%

Arranged by SMILES length (falling): part of the list above
SMILES | SIAH1 antagonists | GPR35 arrestin U2OS | KOR beta-arrestin-1 | AID2073 | NOD1 NF-kB reporter | HIV peptide binding | GPR55 LPI antagonism | GPR55 beta-arrestin | KOR beta-arrestin-2
CCC(C)(C)n1nnnc1C(c1cc2cc3c(cc2[nH]c1=O)OCO3)N1CCN(C)CC1 (configuration not stated) | -1% | -11% | 0.3% | 3% | 3% | -3.2% | 8% | -0.1% | -18%
CCOc1ccccc1NC(=O)CSc1nnc(-c2ccccn2)n1Cc1ccco1 | -6% | 8% | -3.7% | -19% | 10% | -3.4% | -1% | -0.4% | -7%
CC1CCN(C(=O)Cn2nnnc2CN2CCOCC2)CC1 | 12% | 7% | 2.0% | 4% | -13% | -1.5% | 7% | -0.2% | -4%
Nc1nc(CN2CCCCCC2)nc(Nc2ccccc2)n1 | -1% | -4% | -1.1% | -5% | -11% | -0.1% | -4% | 0.7% | -40%
C[C@H](N)c1nnc(SCC(=O)N(C)C)o1 | 0% | 4% | -4.7% | 11% | 3% | -3.3% | -2% | -0.3% | -10%

Bioassay records from PubChem BioAssay.

Not all compounds are listed; the hit share may differ from the screen's.
